eIF4E 4G PPI – inhibitors of eIF4E and eIF4G interaction in translation initiation; AID 782; TR-FRET eIF4E-eIF4GI(517-606) binding, 2 h; hit rate 0.37% among 220,000; inhibition, % at 21.7 µM; P63073+Q04637;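 further: 0% = full FRET control wells and 100% = background wells lacking eIF4GI fragment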
KCC2 mod – modulates chloride dependent transport by human KCC2; KCC2 cells, thallium flux FluoZin-2 fluorescence; B-score of Tl+ flux slope (higher = more flux/activation; lower = inhibition) at 10 µM; Q9H2X9; hit rate 2.2% among 190,000;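 active means thallium flux slope and its plate-corrected score both differing from the plate sample mean at a set confidence after two filtering rounds, in either direction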;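 further: slope of fluorescence scaled to starting intensity during 10 to 20 s after thallium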
Furin inhibitor – human furin inhibition. P09958. purified furin, fluorogenic substrate cleavage. inhibition, % at 30 µM. hit rate 0.061% among 220,000; in the data active means inhibition above about 25%; further: inactives centre near -15
EBV gp42 block – blocks Epstein-Barr virus glycoprotein 42 binding; Q1HVG2; inhibition, % (tested at 21.74 µM); Fluorescence polarization binding assay, mP read-out; AID 1085; hit rate 0.42% among 220,000; in the data active means inhibition above about 50%
p47phox inh – blocks human p47phox regulatory protein of NADPH oxidases | p47phox/p22phox peptide binding, fluorescence polarization, 2 h | AID 1274 | hit rate 0.53% among 220,000 | P14598 | inhibition, % at 24.7 µM;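 further: 0% = p47phox with labelled peptide and 100% = labelled peptide alone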
KLK5 inh – blocks human kallikrein 5 protease activity; Q9Y337; inhibition, % at 5 µM; hit rate 0.59% among 210,000; AID 873; recombinant hK5, fluorogenic AMC substrate cleavage;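 active means inhibition of 40% or more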;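 further: 0% = enzyme controls without compound and 100% = no-enzyme blanks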
thrombin 1536 – inhibitors of human thrombin | hit rate 0.26% among 220,000 | inhibition, % at 5 µM | P00734 | alpha-thrombin, Boc-VPR-AMC fluorogenic substrate cleavage;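 active means inhibition at or above 40%; inactive means inhibition below 40%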;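 further: 0% = enzyme with no compound and 100% = wells without enzyme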
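signal = AMC fluorescence, 355/460 nm | material = human alpha-thrombin enzyme | control set = enzyme without compound as high, wells lacking enzyme as low | times = reaction at room temperature | read-out basis = percent inhibition scaled between no-compound controls and no-enzyme blanks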
14-3-3 Bad PPI – disrupts binding of bovine 14-3-3 zeta to phospho-Bad peptide; AID 781; hit rate 0.71% among 220,000; inhibition, % at 21.7 µM; TR-FRET 14-3-3zeta/Dy647-pBad peptide displacement, 1 h; P63103;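 active means inhibition above about 70%, limit read from the data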;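 further: 0% = full 14-3-3 plus peptide FRET controls and 100% = background without 14-3-3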
Rad51 HR inh – Rad51 (human) homologous recombination inhibition | hRad51 DNA strand exchange, fluorescence dequenching | hit rate 0.085% among 200,000 | Q06609 | inhibition, % at 10 µM | AID 1385;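 active means inhibition above 40% at the single screening dose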;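 further: 0% = DMSO control wells and 100% = blanks with heterologous ssDNA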
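material = hRad51 filaments on single-stranded DNA | timing = filaments 15 min 37 °C, then compound 30 min | signal = FRET fluorescence dequenching, excitation 485 nm, emission 520 nm | benchmarks = control wells and blank wells on each plate | evaluation = percent inhibition relative to plate controls and blanks | compound = 10 µM final, single point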
Starred values were filed as active, the others as inactive; nt = no result given; [ ] = another dose, or the depositor's remark.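 How the source made its calls, unless noted: active means inhibition above about 30% (limit read from the data); inactive means the rest.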

Assay codes – A = eIF4E 4G PPI; B = KCC2 mod; C = Furin inhibitor; D = EBV gp42 block; E = p47phox inh; F = KLK5 inh; G = thrombin 1536; H = 14-3-3 Bad PPI; I = Rad51 HR inh
CCN(CC)c1ccc(-c2n[nH]c(=S)n2-c2ccccc2)cc1
  A = -3; B = 1.5; C = -17; D = -4; E = 5; F = 1; G = -4; H = -18; I = -80
COc1ccc(NC(=O)c2ccco2)cc1NC(=O)c1ccc(C)cc1
  A = 2; B = nt; C = -16; D = -18; E = -12; F = -4; G = -5; H = 0; I = -1
Cc1ccc(CN(C(=O)CNC(=O)c2cccs2)C(C(=O)NCC2CCCO2)c2ccccc2)cc1 (centres undefined)
  A = -1; B = nt; C = -22[20 µM]; D = 2; E = -4; F = -38; G = -2; H = 0; I = -1
FC(F)Sc1ccc(NC(=S)NCC2CCCCC2)cc1
  A = -4; B = -1.4; C = -21[20 µM]; D = 8; E = -3; F = -2; G = 0; H = -6; I = 1
CC(/C=N/NC(=O)c1cc(-c2cccn2C)n[nH]1)=C\c1ccccc1
  A = 5; B = -0.25; C = -7; D = -3; E = -6; F = 57*; G = 21; H = 95*; I = -6
CC(C)[C@H](NC(=O)c1ccco1)C(=O)OCC(=O)Nc1ccccc1OC(F)F
  A = -7; B = nt; C = -13; D = -13; E = -6; F = 54*; G = -2; H = -7; I = 10
CCn1cnc2c1c(=O)n(CC(=O)NCc1ccccc1)c(=O)n2Cc1ccccc1
  A = 0; B = 2.7; C = -20; D = -3; E = -8; F = -9; G = -11; H = -12; I = 9
CNc1nc(C)cc(C)c1S(=O)(=O)c1ccc(Cl)cc1
  A = 1; B = -0.87; C = -8[20 µM]; D = -16; E = -7; F = 0; G = -3; H = 3; I = 1
COc1cc(CNc2cccc(F)c2)cc(Br)c1O
  A = 1; B = nt; C = -9; D = -9; E = -21; F = -17; G = -9; H = 63; I = -3
COc1ccc(CN(Cc2nc3ccccc3c(=O)[nH]2)C(=O)NC2CCCCC2)cc1
  A = -6; B = 0.027; C = -21[20 µM]; D = -7; E = -8; F = -19; G = -9; H = -8; I = 3
O=C(CN1CCN(C(=O)N2CCOCC2)CC1)Nc1ccc(Br)cc1
  A = -2; B = 1.5; C = -7[20 µM]; D = -31; E = -3; F = -4; G = 4; H = 8; I = -8
COc1ccc(/C=C2/C(=O)N(c3nc4ccccc4s3)N=C2CSc2ccc(Cl)cc2)cc1
  A = 18; B = -0.028; C = -7; D = -15; E = -13; F = -92; G = -6; H = 6; I = nt
Cc1cc(C(=O)N2CCN(c3ccccc3)CC2)c(C)o1
  A = 4; B = 0.065; C = -15[20 µM]; D = 0; E = 2; F = 24; G = 29; H = -26; I = 3
CCOC(=O)c1c(C)[nH]c(C(=O)COc2ccc3c(c2)OCO3)c1C
  A = -17; B = -2; C = -14; D = -23; E = -11; F = -13; G = 0; H = -2[fluorescence artefact?]; I = nt
O=C(N/N=C/c1ccccn1)c1ccc(Br)cc1
  A = -6; B = 4.2*; C = -13; D = -6; E = 0; F = -63; G = -12; H = 5[fluorescence artefact?]; I = -4
CC(C)C(NC=C1C(=O)OC(C)(C)OC1=O)C(=O)O (centres undefined)
  A = nt; B = nt; C = -24[20 µM]; D = -6; E = 5; F = -1; G = 3; H = nt; I = -6
CCOc1ccc(/C=C/C2=Cc3c(sc(NC(=O)CSc4n[nH]c(N)n4)c3C#N)C(C)(C)C2)cc1
  A = 2; B = 0.55; C = -15[20 µM]; D = 4; E = 13; F = -29; G = -6; H = -10; I = 0
CCCNC(C)C(=O)Nc1ccccc1C (centres undefined)
  A = 3; B = -1.4; C = nt; D = -14; E = -1; F = nt; G = nt; H = 6; I = 1
Cc1ccc(CNc2ccc(N3CCOCC3)cc2)s1
  A = 2; B = -0.25; C = -19; D = -12; E = -7; F = -12; G = -9; H = -6; I = 5
Cn1c(-c2cc3ccc(OC(=O)C(C)(C)C)cc3oc2=O)nc2ccccc21
  A = 3; B = -1.3; C = -77[20 µM]; D = -22; E = -21; F = -77; G = 0; H = 4; I = 3
CCCOc1ccc(N2C(=O)CC(NCc3ccc(S(N)(=O)=O)cc3)C2=O)cc1 (centres undefined)
  A = 1; B = 1.4; C = -25; D = -1; E = -5; F = 0; G = -10; H = -9; I = 3
C=C1c2cc(C)c(C)cc2NC(=O)N1c1ccccc1
  A = -3; B = -0.18; C = -14; D = -11; E = 8; F = 0; G = 1; H = -8; I = -18
COC(=O)C1C2C=CC(C3CC23)C1C(=O)OCC(=O)c1ccccc1 (centres undefined)
  A = 3; B = 0.2; C = -1[20 µM]; D = 3; E = -12; F = -4; G = -4; H = 7; I = -4
CC(=O)Oc1ccc(Cl)cc1/C=C/c1cc(OC(C)=O)c2ccccc2n1
  A = 6[fluorescence artefact?]; B = -0.45; C = -20; D = -18; E = -10; F = -4; G = 6; H = 8; I = 28
C#CCNC(=O)C1CCN(c2ccc(S(=O)(=O)N3CCOCC3)cc2Cl)CC1
  A = -2; B = -0.82; C = -37; D = -10; E = -11; F = 3; G = -1; H = -3; I = 1
Cc1ccc(N2C(=O)CSC2c2ccccn2)cc1Cl (centres undefined)
  A = 5; B = -0.19; C = -13[20 µM]; D = -24; E = -19; F = -18; G = 4; H = 2; I = 3
Cc1cc(S(=O)(=O)N2CCCC2)ccc1OCC(=O)N1CCC(C(N)=O)CC1
  A = 0; B = nt; C = -11; D = -12; E = -4; F = -3; G = -17; H = 0; I = 6
Cc1cccc(-c2noc(CCCOc3ccc(Cl)cc3Cl)n2)c1
  A = -10; B = 0.11; C = -15[20 µM]; D = -2; E = -14; F = -23; G = 1; H = -9; I = 3
CC(NC(=O)COC(=O)Cc1ccc(-c2ccccc2)cc1)c1ccccc1 (centres undefined)
  A = 2; B = -2.6; C = -20; D = -10; E = -17; F = -12; G = -9; H = -1; I = -22
CC(Sc1nc2cc([N+](=O)[O-])ccc2n1-c1cccc(C(F)(F)F)c1)C(=O)NC(N)=O (centres undefined)
  A = -3; B = 1.7; C = -10; D = -23; E = -6; F = -1; G = -3; H = 7; I = 1
CCN(CC)S(=O)(=O)c1ccc(NC2c3ccccc3C(=O)N2CCN2CCOCC2)cc1 (centres undefined)
  A = 3[fluorescence artefact?]; B = 0.14; C = -11; D = -1; E = -1; F = -7; G = -11; H = 7; I = 3
COC(=O)C1=C(O)CSC1=Nc1ccc(C)cc1
  A = -4; B = -0.0093; C = 6; D = -9; E = -5; F = -16; G = -4; H = -1; I = -5
O=C1N(Cc2ccccc2F)c2ccccc2C12OCCCO2
  A = -4; B = 0.017; C = -20[20 µM]; D = -25; E = -62; F = -21; G = 2; H = 4; I = 2
O=C(COC(=O)COc1ccc(Cl)cc1)Nc1ccc(F)c([N+](=O)[O-])c1
  A = 8[fluorescence artefact?]; B = 1.5; C = -6; D = 0; E = -1; F = -22; G = -4; H = -12; I = -22
O=C(CN(c1ccc(Cl)cc1)S(=O)(=O)c1ccccc1)N/N=C/c1ccco1
  A = 3; B = -1.9; C = -8[20 µM]; D = -7; E = -25; F = -2; G = 1; H = -7; I = 4
CCOc1ccc(-n2ccnc2SCC(=O)Nc2nnc(C)s2)cc1
  A = -1; B = -0.072; C = -13; D = -16; E = -7; F = -6; G = 2; H = -3; I = 4
CNC(=S)Nc1ccc(-c2nc3ccc(C)cc3s2)cc1
  A = 0; B = 0.57; C = -21; D = 3; E = -4; F = 6; G = -7; H = -8; I = nt
COc1ccc(-c2nc(-c3ccccc3OC)no2)cc1OC
  A = 10; B = 1.3; C = -28; D = -23; E = -12; F = -11; G = 3; H = 3; I = 9
CCOc1ccccc1CNC(=O)c1nn(CC)cc1[N+](=O)[O-]
  A = -6; B = -0.46; C = -6; D = 6; E = -20; F = -18; G = -10; H = -8; I = 3
NS(=O)(=O)c1ccc(NC(=O)N[C@@H](Cc2ccccc2)C(=O)O)cc1
  A = 2[fluorescence artefact?]; B = 0.046; C = -33[20 µM]; D = -6; E = -16; F = -10; G = 1; H = -3; I = 6

Copied from the list.
For p47phox inh, NS(=O)(=O)c1ccc(NC(=O)N[C@@H](Cc2ccccc2)C(=O)O)cc1 has the entry -16
For KLK5 inh, CCOc1ccccc1CNC(=O)c1nn(CC)cc1[N+](=O)[O-] has the entry -18

(continued)
Assay codes – A = eIF4E 4G PPI; B = KCC2 mod; C = Furin inhibitor; D = EBV gp42 block; E = p47phox inh; F = KLK5 inh; G = thrombin 1536; H = 14-3-3 Bad PPI; I = Rad51 HR inh
COC(=O)Nc1nc(-c2ccccc2)c(C(=O)c2ccc(Cl)cc2)s1
  A = -5; B = 0.42; C = -9[20 µM]; D = 2; E = -2; F = 15; G = 10; H = 0; I = 5
OCC1CCCN(C(=S)Nc2ccc(OC(F)F)cc2)C1 (centres undefined)
  A = 1; B = 0.94; C = -23; D = -9; E = 0; F = -8; G = -5; H = -17; I = 5
Cc1nc2ccc(Cl)cc2c(-c2ccccc2)c1CC(=O)O
  A = 7; B = -0.77; C = -2; D = 3; E = 1; F = -20; G = -4; H = 0; I = -2
CC(=O)NCCNC(=O)C1CCCCN1S(=O)(=O)c1ccccc1 (centres undefined)
  A = 2; B = 0.35; C = -15; D = -20; E = -13; F = 2; G = -10; H = -13; I = -3
O=C(COC(=O)CCN=C1NS(=O)(=O)c2ccccc21)NC1CCCCCCC1
  A = -3; B = 0.63; C = -16; D = -14; E = -13; F = 5; G = 3; H = 3; I = 21
CCOC(=O)c1ccc(S(=O)(=O)N2CCN(C(C)=O)CC2)cc1
  A = 0; B = -1.5; C = -9; D = 1; E = 8; F = 24; G = 21; H = 16; I = -6
COC(=O)c1ccc(C23CC4(C2)[C@H](CN(Cc2ccc(C(F)(F)F)cc2)[C@@H]4c2ccccc2)C3c2ccccc2)cc1 (some centres undefined)
  A = 9; B = 0.77; C = -9; D = -36; E = -36; F = 1; G = -2; H = 0; I = 4
COc1ccc2[nH]c(=O)c(CN(CC3CCCO3)C(=O)Nc3ccc(F)cc3)cc2c1 (centres undefined)
  A = -2; B = -1.2; C = -14[20 µM]; D = -5; E = 2; F = -14; G = -1; H = -3; I = -10
CC(/C=N/NC(=O)c1cccs1)=C\c1ccccc1
  A = 6; B = -0.85; C = -24; D = -1; E = -5; F = -4; G = 10; H = -1; I = 17

Part of the list above, showing only p47phox inh and EBV gp42 block.
mol | p47phox inh | EBV gp42 block
O=C(N/N=C/c1ccccn1)c1ccc(Br)cc1 | 0 | -6
C=C1c2cc(C)c(C)cc2NC(=O)N1c1ccccc1 | 8 | -11
COC(=O)c1ccc(C23CC4(C2)[C@H](CN(Cc2ccc(C(F)(F)F)cc2)[C@@H]4c2ccccc2)C3c2ccccc2)cc1 (some centres undefined) | -36 | -36
Cc1ccc(N2C(=O)CSC2c2ccccn2)cc1Cl (centres undefined) | -19 | -24
CC(=O)NCCNC(=O)C1CCCCN1S(=O)(=O)c1ccccc1 (centres undefined) | -13 | -20

High-throughput results from PubChem.
